BAP1 inh: blocks human BAP1 ubiquitin-AMC hydrolysis. 72,000 compounds, 0.48% hits. activity remaining (% of control), % at 20 µM. recombinant BAP1, Ub-AMC hydrolysis fluorescence kinetic; stronger effect = lower value. AID 436;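 active = activity remaining at or below 50% of control, provided the compound also passes the data quality filters; inactive = the rest, including low values that fail the filters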;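 also: 100% = DMSO wells rate and 0% = substrate alone blank rate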
Target sequence (Q92560 whole entry, looked up): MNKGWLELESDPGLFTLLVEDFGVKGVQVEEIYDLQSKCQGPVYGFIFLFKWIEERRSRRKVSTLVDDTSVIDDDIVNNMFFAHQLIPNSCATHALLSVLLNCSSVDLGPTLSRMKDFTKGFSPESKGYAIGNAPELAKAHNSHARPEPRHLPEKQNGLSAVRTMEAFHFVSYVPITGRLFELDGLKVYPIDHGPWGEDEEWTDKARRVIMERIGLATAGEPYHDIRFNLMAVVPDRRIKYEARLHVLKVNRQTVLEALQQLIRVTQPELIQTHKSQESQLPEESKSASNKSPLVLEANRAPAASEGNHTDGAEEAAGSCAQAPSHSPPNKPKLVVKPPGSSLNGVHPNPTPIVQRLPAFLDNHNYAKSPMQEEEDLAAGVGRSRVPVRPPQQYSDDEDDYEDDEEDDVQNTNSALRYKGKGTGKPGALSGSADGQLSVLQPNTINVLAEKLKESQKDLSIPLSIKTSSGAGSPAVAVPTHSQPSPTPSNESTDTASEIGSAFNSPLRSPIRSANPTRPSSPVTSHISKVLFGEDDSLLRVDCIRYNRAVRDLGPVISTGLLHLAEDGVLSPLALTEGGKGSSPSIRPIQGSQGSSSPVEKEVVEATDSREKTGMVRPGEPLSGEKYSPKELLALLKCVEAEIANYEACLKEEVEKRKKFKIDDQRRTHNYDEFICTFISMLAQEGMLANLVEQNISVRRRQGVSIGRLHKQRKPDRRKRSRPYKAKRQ
HePTP inhibitor: human HePTP phosphatase inhibition; P35236; recombinant HePTP phosphatase activity, OD absorbance; inhibition, % at 20 µM; 110,000 compounds, 0.64% hits; in the data active = inhibition above about 50%;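 also: plate controls were vehicle for no effect and reference inhibitor for full effect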
Target sequence (P35236 whole entry, looked up): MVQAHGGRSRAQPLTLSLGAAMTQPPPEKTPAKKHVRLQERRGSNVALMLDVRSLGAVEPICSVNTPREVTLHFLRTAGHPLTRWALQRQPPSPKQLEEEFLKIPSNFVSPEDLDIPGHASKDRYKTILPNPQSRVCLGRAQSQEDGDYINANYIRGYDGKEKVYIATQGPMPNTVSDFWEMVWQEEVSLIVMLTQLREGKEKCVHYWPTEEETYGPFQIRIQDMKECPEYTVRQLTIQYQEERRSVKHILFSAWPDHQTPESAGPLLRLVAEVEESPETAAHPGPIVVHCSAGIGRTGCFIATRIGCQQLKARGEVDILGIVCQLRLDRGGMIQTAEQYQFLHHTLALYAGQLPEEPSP
Starred values were filed as active, the others as inactive; i = inactive; x = no result given; & = joins results of further samples.

structure | BAP1 inh | HePTP inhibitor
Cc1cc(C)nc(SCC(=O)Nc2ccc(C)c(NC(=O)CSc3nc(C)cc(C)n3)c2)n1 | x | 9
Cc1onc(-c2c(F)cccc2Cl)c1C(=O)NC1=NCCS1 | x | 5
CN(C)S(=O)(=O)N(Cc1ccc(Br)cc1)c1ccccc1 | 96 | 3
COc1ccc(CNS(=O)(=O)c2c(C)cc(C)cc2C)cc1 | x | 5
O=C(Nc1ccc(N2CCOCC2)cc1)c1ccc(-c2ccccc2)cc1 | x | 9
CCCCc1ccc(/C=N/Nc2ccc([N+](=O)[O-])cc2)s1 | x | 7
COc1ccccc1N1CCN(C(=O)c2cc(-c3ccc(Cl)c(Cl)c3)on2)CC1 | 70 | 6
Oc1[nH]c2ccccc2c1C=Nc1ccc2c(c1)OCCO2 | 72 | 7
O=C(c1cccc(Br)c1)N1CCN(c2ccccn2)CC1 | x | 8
CCOC(=O)CNC(=O)CSc1ncnc2c1cnn2-c1ccccc1 | 98 | -6
CC(=O)Nc1cc(NC(C)=O)cc(C(=O)OCC(=O)N2CC(C)OC(C)C2)c1 (stereo not given) | 95 | 8
O=C(CCC1CCCC1)N1CCN(C2CCCCC2)CC1 | x | -13
O=C(NCCCN1CCCC1=O)NC12CC3CC(CC(C3)C1)C2 | 82 | 2
Cc1cccc(-n2nnc(C(=O)Nc3ccc(F)cc3)c2N)c1 | x | 4
COc1ccc(C(=O)CSc2nnc(CNC(=O)c3ccc(OC)c(OC)c3)n2C)cc1 | 115 | 5
CC1CCCCC1NS(=O)(=O)c1ccc(S(=O)(=O)N2CCN(CCC#N)CC2)cc1 (stereo not given) | 98 | 2
N#CCCN(CCC#N)C(=O)COc1ccc(Cl)cc1Cl | 75 | -1
C/C(N)=C(\C#N)C(=O)NCCc1ccccn1 | 110 | -5
C=CCn1c(SCC(=O)Nc2cc(C)c(Cl)cc2OC)nnc1-c1ccco1 | 105 | 3
CCOc1cc(/C=N/Nc2nc(-c3ccccc3)cs2)ccc1O | x | -15
CC(C)COc1ccc(Cc2c(O)nc(N)[nH]c2=O)cc1 | x | 11
CCc1cc(C)cc(OCCn2cc(/C=C3/SC(=S)NC3=O)c3ccccc32)c1 | x | 2
O=C(Nc1nnc(N=Cc2ccc([N+](=O)[O-])s2)s1)c1cccc(Cl)c1 | 88 | x
CC(C)(C)NC(=O)C(=O)N/N=C/c1ccc(Cl)cc1Cl | x | 0
CC(C)OC(=O)c1c(-c2ccccc2)csc1NC(=O)CCC(=O)O | x | 4

Remaining list, next part
structure | BAP1 inh | HePTP inhibitor
Cc1cc(C)c(C#N)c(SCC(=O)N2CCOCC2)n1 | x | 8
O/N=C/c1ccccc1OCc1ccccc1 | x | 4
O=C1C=C(NCC2CCCO2)CC(c2ccccc2)C1 (stereo not given) | 89 | 8
CC(C)COP(=O)(c1ccc(N(C)C)cc1)C(O)c1ccncc1 (stereo not given) | 120 | 14
COC(=O)c1sc(NC(=O)c2ccccc2F)c(C(=O)OC)c1C | x | 2
COc1ccc(OC)c(S(=O)(=O)N2CCc3ccccc32)c1 | 92 | 4
COc1ccc(OCCCCN2CCN(C)CC2)cc1 | x | -2
COc1cccc(/C(C)=N/NC(=O)C2CC2)c1 | x | 2
O=C(OCC1OC2C(Oc3nc(=O)ccn32)C1O)c1ccccc1 (stereo not given) | 102 | 8
CCCc1ncc(C(O)c2ccc(OCC)cc2)n1C (stereo not given) | x | -6
COC(=O)CNC(=O)c1ccc2c(c1)S(=O)(=O)c1ccccc1C2=O | 126 | -3
Cc1cccc(NC(=O)CSc2nnc(-c3cc(C)n(-c4ccccc4)c3C)o2)c1C | 64 | 16
CC(C)(C)Nc1nc(NC(C)(C)C)nc(-n2ccnc2)n1 | 96 | 10
C=CCN1C(=O)/C(=C/c2ccc(O)c(OC)c2)S/C1=N\S(=O)(=O)c1ccc([N+](=O)[O-])cc1 | x | 0
COc1cccc(C(=O)N2CCN(C3CCCC3)CC2)c1 | x | 5
c1ccc2[nH]c(CN3CCN(c4ncnc5c4oc4ccccc45)CC3)nc2c1 | 103 | 14
CCCC(=O)Nc1ccc(C(=O)/C=C/c2ccc(Cl)cc2Cl)cc1 | x | 13
COC(=O)c1sc(NC(=O)/C=C/c2cccc([N+](=O)[O-])c2)c(C(=O)OC)c1C | x | 6
C=CCNC(=O)c1c(Cl)cccc1Cl | 92 | 3
CCOC(=O)CC(Nc1nc(N2CCOCC2)nc(N2CCOCC2)n1)c1ccccc1Cl (stereo not given) | 74 | 9
CC(C)COc1ccc(C(=O)Nc2ccc([N+](=O)[O-])cc2)cc1 | x | 8
CC(CCc1ccco1)NC(=O)Nc1cccc(F)c1 (stereo not given) | 111 | -2
CCCCNc1nc2c(c(=O)n(C)c(=O)n2C)n1CCC | 90 | 10
COc1ccc(C2C(=O)c3ccccc3C2=Nc2ccc(Br)cc2)cc1 (stereo not given) | x | -6
O=C(Cc1cccs1)Nc1ccc(Br)cc1C(=O)O | x | 4

3 compounds out of the list, arranged by molecular weight, rising:
structure | BAP1 inh | HePTP inhibitor
COc1ccc(OCCCCN2CCN(C)CC2)cc1 | x | -2
O=C(OCC1OC2C(Oc3nc(=O)ccn32)C1O)c1ccccc1 (stereo not given) | 102 | 8
COc1ccc(C2C(=O)c3ccccc3C2=Nc2ccc(Br)cc2)cc1 (stereo not given) | x | -6

2 records drawn at random from the list so far:
structure | BAP1 inh | HePTP inhibitor
O=C(Nc1nnc(N=Cc2ccc([N+](=O)[O-])s2)s1)c1cccc(Cl)c1 | 88 | x
N#CCCN(CCC#N)C(=O)COc1ccc(Cl)cc1Cl | 75 | -1

(continued)
structure | BAP1 inh | HePTP inhibitor
COc1cc(/C=C2\C=C(c3ccc(Cl)cc3)OC2=O)cc(Br)c1OC(C)=O | x | 9
COC(=O)c1sc2ccccc2c1NC(=O)c1ccc(OC)cc1OC | 171 | x
CN1CCN(CC#CCn2c3ccccc3c3ccccc32)CC1 | 98 | 9
O=C1C2C3c4ccccc4C(c4ccccc43)C2C(=O)N1c1ccc(S(=O)(=O)Nc2nccs2)cc1 (stereo not given) | 81 | x
CCCN1C(=O)C(=Cc2nc3ccccc3c(=O)n2CC)c2cc(Br)ccc21 | x | 5
O=C(O)c1cc(S(=O)(=O)N2CCCCCC2)c(Cl)cc1Cl | 106 | -5&11
COc1ccc(C(NC(=O)c2ccco2)c2ccc(OC)c(OC)c2)cc1 (stereo not given) | 87 | 10&-7
CCOc1cc(/C=C2/SC(=S)N(CC)C2=O)cc(Br)c1OCCOc1cccc(OC)c1 | x | 3
O=C(O)c1ccc(-c2nc(-c3ccccc3)c(-c3ccc(Cl)cc3)[nH]2)cc1 | i | x
Clc1ccc(N2CCN(/N=C\c3ccc4c(c3)OCO4)CC2)cc1 | x | -13
O=C(Nc1ccc2nn(-c3cccc4ccccc34)nc2c1)c1ccc([N+](=O)[O-])o1 | x | 6
O=c1oc2ccccc2c2c1nnn2CCCN1CCOCC1 | 100 | x
CCOC(=O)c1c(N)sc2c1CCCC2 | 107 | 5
C/C(=N\N=C1\NC(=O)C(CC(=O)Nc2ccccc2C(F)(F)F)S1)c1ccco1 (stereo not given) | x | -7
CCCC(=Nc1ccccc1)C1=C(O)C(C(=O)OC)C(C)(C)CC1=O (stereo not given) | 94 | 6
COc1ccc(C(=O)Nc2nc(-c3ccc(S(=O)(=O)N4CCOCC4)cc3)cs2)cc1 | x | -8
O=C(Nc1nccs1)C1(S(=O)(=O)c2ccc(Cl)cc2)CC1 | 116 | 2
CCOC(=O)C(c1ccccc1)N1CCN(c2ccc(OC)cc2)CC1 (stereo not given) | 73 | 0
CC(C)(C)c1cc(Br)ccc1OCC(=O)NCc1ccccc1 | x | 0
Cc1cc(C)c2nc3s/c(=C\c4cc5c(cc4Br)OCO5)c(=O)n3c2c1 | x | -16
Cc1cc(NC(=O)c2ccccc2-c2ccccc2C(=O)O)no1 | 98 | 7
CCOC(=O)c1sc(N/N=C/c2cccc(O)c2)nc1C | x | 11
CC(C)c1ccc(C2OC3(C(=O)c4ccccc4C3=O)C3C(=O)N(c4ccc(Cl)c(Cl)c4)C(=O)C23)cc1 (stereo not given) | x | -11
CN(C)c1ccc(/C=C/C(=O)C2C(=O)CCC2=O)cc1 | x | 11
COc1cc2c(cc1OC)CN(c1ccc(-c3ccccc3OC)nn1)CC2 | 97 | 3

Grouped by structure, the compounds so far with a cyano group.
structure | BAP1 inh | HePTP inhibitor
CC1CCCCC1NS(=O)(=O)c1ccc(S(=O)(=O)N2CCN(CCC#N)CC2)cc1 (stereo not given) | 98 | 2
N#CCCN(CCC#N)C(=O)COc1ccc(Cl)cc1Cl | 75 | -1
C/C(N)=C(\C#N)C(=O)NCCc1ccccn1 | 110 | -5
Cc1cc(C)c(C#N)c(SCC(=O)N2CCOCC2)n1 | x | 8

Further structures:
structure | BAP1 inh | HePTP inhibitor
COc1ccc(-n2c(=S)[nH]c3sc4c(c3c2=O)CC(C)(C)OC4)cc1 | x | -1&8
Nc1cc(-c2ccc(Br)cc2)nn1C1CCCCC1 | x | -10
COC(=O)c1ccc(NC(=O)COc2cccc(C)c2)cc1 | 95 | x
O=C(Nc1ccc(N2CCOCC2)cc1)c1ccc(-c2ccc(Cl)cc2Cl)o1 | x | 1
Cc1cc(=O)[nH]c(SCC(=O)N2CCCCCC2)n1 | 128 | 1
C=CCNC(=O)c1ccc(C(=O)c2cc(OC)ccc2OC)cc1 | x | -1
CCOC(=O)/C(=C/c1cc2ccccc2n1C)[N+](=O)[O-] | x | 1
O=C(NC1CCCCC1NC(=O)c1ccco1)c1ccco1 (stereo not given) | 89 | -7
COc1ccc(N(CC(=O)Nc2cccc3ccccc23)S(=O)(=O)c2ccc(C)cc2)cc1OC | x | 2
O=C(Cn1ccc(C(F)(F)F)n1)Nc1ccc(S(=O)(=O)NCc2ccco2)cc1 | 112 | 6
CCc1nnc(NC(=O)CN2CCOCC2)s1 | x | 2
CCOC(=O)N1CCN(C(=O)c2ccc3c(=O)n(CCOC)c(=O)[nH]c3c2)CC1 | x | 10
COc1nc2ccccc2cc1-c1noc(-c2cccnc2)n1 | 110 | -5
COc1ccccc1CNC(=O)COc1ccccc1OC | 80 | 3
O=C(C1=C(O)C(=O)N(c2ncccn2)C1c1ccc(Cl)c(Cl)c1)c1ccco1 (stereo not given) | 101 | 9
CCOc1cc(C=O)cc(I)c1OCc1ccccc1Cl | x | 8
CC12CCC(C(=O)N3CCN(c4ccccc4)CC3)(CC1=O)C2(C)C (stereo not given) | 115 | 7
Cc1oc2c(CN3CCCC3)c(O)ccc2c(=O)c1-c1ccccc1 | x | 6
C=CCc1cccc(/C=N/NC(=O)c2cc(C3CC3)[nH]n2)c1O | x | 10
CCOc1ccc(N(CC(=O)Nc2cccc(C(F)(F)F)c2)S(C)(=O)=O)cc1 | x | -1
O=C(Cc1cccs1)Nc1ccc(N2CCOCC2)cc1 | x | 8&21
COC(=O)c1ccc(C2Nc3ccc4ncccc4c3C3=C2C(=O)CCC3)cc1 (stereo not given) | x | 7
COc1ccc(N2C(=O)C3C4C=CC(C4=C(C)C)C3C2=O)cc1 (stereo not given) | x | 9
c1cnc2c(SCc3ccc(-c4nnco4)cc3)cccc2c1 | x | -1
CC1Cc2ccccc2N1S(=O)(=O)c1cccc(C(=O)OCC(=O)NC2CCS(=O)(=O)C2)c1 (stereo not given) | 108 | 10

The list continues:
structure | BAP1 inh | HePTP inhibitor
COc1cc(NC(=O)CN(c2ccc(C)cc2)S(=O)(=O)c2c(C)n[nH]c2C)cc(OC)c1 | 106 | 42
CCOC(=O)/C(C#N)=C\c1cccc([N+](=O)[O-])c1 | x | 4
C#CCC(CC#C)(C(=O)OCC)C(=O)OCC | x | -10
O=C(c1scc2c1CCCC2)N1CCOCC1 | 92 | 11
CCc1cccc(NC(=O)C(C)Oc2ccc(Cl)cc2Cl)c1 (stereo not given) | x | 7
CCOC(=O)Cn1nc(C)c(-c2ccccc2)c1N | x | 4
CCOc1ccccc1NC(=O)C(=O)N/N=C/c1ccc(C)o1 | x | 5
CC(CO)(CO)N=Cc1c(O)n(-c2ccccc2)c(=S)[nH]c1=O | x | -12
Cc1ccc(C)c(S(=O)(=O)NC(CCC(N)=O)C(=O)O)c1 (stereo not given) | x | -10
CCCCOc1ccc(C(=O)NCc2n[nH]c(=S)n2-c2cccc(C)c2)cc1 | 93 | x
O=C(CN1CCN(c2nc(-c3ccc(F)cc3)cs2)CC1)Nc1ccc2c(c1)OCO2 | 104 | -11
O=C(NC(=S)Nc1nc(-c2ccccc2)cs1)c1ccc(Cl)cc1 | x | -13
Cc1cc(C)cc(OCC(=O)NCc2cccnc2)c1 | x | 2
COc1ccccc1NC(=O)C1=C(C)Nc2sc(C#N)c(N)c2C1c1ccco1 (stereo not given) | x | -6
O=C(CCNS(=O)(=O)c1ccc(Cl)cc1)NCc1ccccn1 | 103 | 0
Cc1ccc(NC(=O)CSc2nnc(-c3ccccn3)n2C)cc1 | 103 | -2
O=C(NCC(c1cccnc1)N1CCN(c2ccc(F)cc2)CC1)c1ccccc1 (stereo not given) | 92 | 4
CCOc1ccc(-n2c(SCc3nc(-c4cccs4)no3)nnc2-c2ccncc2)cc1 | 91 | -4
O=C(Oc1cccc(NC(=O)c2ccccc2Cl)c1)c1ccc([N+](=O)[O-])cc1 | 111 | x
N=c1c(C(=O)NC2CCCC2)cc2c(=O)n3ccccc3nc2n1CCN1CCOCC1 | x | 7
COc1cccc(C(=O)Nc2cc(OC)ccc2OC)c1 | x | -19
Cc1onc(-c2ccccc2Cl)c1C(=O)Nc1nnc(C(C)C)s1 | 100 | 12

Screens from PubChem BioAssay.
